USP10 inh: blocks human USP10 ubiquitin-rhodamine cleavage; Q14694; purified USP10, Ub-rhodamine fluorescence, 60 min; inhibition, % at 20 µM; 1.1% of 47,000 active
UCHL1 block: inhibitors of human UCHL1 deubiquitinase. P09936. purified UCHL1, Ub-rhodamine cleavage fluorescence. inhibition, % at 20 µM. 0.2% of 47,000 active
Target sequence (P09936 whole entry, looked up): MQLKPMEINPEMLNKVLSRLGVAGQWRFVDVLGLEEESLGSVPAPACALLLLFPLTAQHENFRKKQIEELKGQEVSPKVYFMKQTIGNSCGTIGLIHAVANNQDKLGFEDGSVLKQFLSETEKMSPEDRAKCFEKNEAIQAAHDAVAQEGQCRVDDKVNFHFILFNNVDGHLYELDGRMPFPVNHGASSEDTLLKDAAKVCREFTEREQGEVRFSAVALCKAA
USP7 inh: blocks human USP7 ubiquitin-rhodamine cleavage; Q93009; purified USP7, Ub-rhodamine cleavage fluorescence; inhibition, % at 20 µM; 0.3% of 47,000 active; AID 1645854
OTUD3 inh: blocks human OTUD3 ubiquitin-rhodamine cleavage. Q5T2D3. purified OTUD3, Ub-rhodamine fluorescence, 2 h. inhibition, % at 25 µM. 0.7% of 47,000 active. AID 1645858
USP30 block: blocks human USP30 ubiquitin-rhodamine cleavage; purified USP30, Ub-rhodamine cleavage fluorescence; inhibition, % at 25 µM; 5.3% of 47,000 active; AID 1645860
Target sequence (Q70CQ3 whole entry, looked up): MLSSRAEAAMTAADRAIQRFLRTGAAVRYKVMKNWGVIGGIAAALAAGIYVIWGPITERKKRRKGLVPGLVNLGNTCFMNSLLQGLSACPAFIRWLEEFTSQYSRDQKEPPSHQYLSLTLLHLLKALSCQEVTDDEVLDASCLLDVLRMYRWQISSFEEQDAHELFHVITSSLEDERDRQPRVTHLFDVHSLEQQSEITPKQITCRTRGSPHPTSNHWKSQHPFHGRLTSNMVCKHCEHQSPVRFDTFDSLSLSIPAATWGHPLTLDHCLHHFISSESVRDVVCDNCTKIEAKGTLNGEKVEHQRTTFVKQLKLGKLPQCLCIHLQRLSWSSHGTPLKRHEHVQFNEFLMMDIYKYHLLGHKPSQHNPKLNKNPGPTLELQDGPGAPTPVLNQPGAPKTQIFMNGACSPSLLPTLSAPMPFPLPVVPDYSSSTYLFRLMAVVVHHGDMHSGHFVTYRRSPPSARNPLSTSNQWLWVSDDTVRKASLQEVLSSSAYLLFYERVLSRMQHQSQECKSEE
USP8 block: inhibitors of human USP8 deubiquitinase; P40818; purified USP8, Ub-rhodamine cleavage fluorescence, 30 min; inhibition, % at 20 µM; 4.2% of 47,000 active; AID 1645853
USP28 inh: inhibitors of human USP28 deubiquitinase; purified USP28, Ub-rhodamine cleavage fluorescence, 30 min; inhibition, % at 25 µM; 3% of 47,000 active; AID 1645857
USP17 block: human USP17-like deubiquitinase inhibition. A8MUK1. purified USP17, Ub-rhodamine cleavage fluorescence, 3 h. inhibition, % at 50 µM. 6.5% of 47,000 active. AID 1645855
* marks the source's active call; other numbers are inactive results; nt = not tested or not shown. Rule as the data show it: active = inhibition above about 30%; inactive = the rest.

Values run as follows: USP10 inh	UCHL1 block	USP7 inh	OTUD3 inh	USP30 block	USP8 block	USP28 inh	USP17 block
1	NC(=O)C1CCN(C(=O)c2ccc(-c3ccccc3)cc2)CC1
→ 3	-2	0	-8	3	18	-13	3
2	Cc1cc(C)cc(NC(=O)Nc2ccccc2SCc2cc(=O)n3oc(C)cc3n2)c1
→ 2	-1	2	4	11	4	3	11
3	Cc1cc(C(=O)N2CCN(Cc3ccc(F)cc3)CC2)c2c(C)nn(C)c2n1
→ -3	-2	0	-13	-18	3	-11	-12
4	CCn1c(CN2CCCC(c3nc(-c4cccnc4)n[nH]3)C2)nc2ccccc21 (stereo not drawn)
→ -4	-6	-1	-6	-20	-170	71*	-42
5	CN1CC2CN(Cc3ccccc3)CCN2Cc2ccccc21 (stereo not drawn)
→ -5	-4	-6	-88	-470	-40	-122	-120
6	O=C(CSc1nc2ccccc2[nH]1)NCc1ccccc1F
→ 4	0	-4	4	1	6	3	1
7	O=C(Nc1ccc(-n2nnc(C(=O)N3CCCC3)n2)cc1)c1ccco1
→ -3	-8	-9	-13	-74	-8	-10	-9
8	Cc1cc(NC(=O)c2nnn(-c3ccccc3Cl)c2C)no1
→ -1	2	-2	12	14	6	86*	2
9	COc1ccccc1NC(=O)Nc1ccc(CCc2nc3ccccc3[nH]2)cc1
→ 9	4	6	-9	-27	-49	-8	-12
10	c1ccc(-c2nc(-c3cccnc3)cc(N3CCC4(CC3)OCCO4)n2)nc1
→ -8	-10	-10	-37	-155	-155	-57	-78
11	Cn1c(=O)c2c(SCC(=O)N3CCCC3)nc(-c3ccccc3)nc2n(C)c1=O
→ 2	-2	0	4	2	0	-3	7
12	Fc1ccc(Cc2nnc(C3(c4ccc(F)cc4)CCOCC3)o2)cc1
→ 0	-2	-117	0	5	5	0	-2
13	Nc1c(-c2ccncc2)nsc1C(=O)NCc1cc(F)cc(F)c1
→ 1	4	2	3	-5	-107	2	-48
14	CN(C[C@H]1C[C@]2(C)[C@@H](CCCC[C@]2(C)O)N1C)C(=O)c1ccn[nH]1
→ -1	1	3	0	4	-5	3	0
15	Cc1sc2nc(CN3CCOCC3)nc(Oc3cccc4c3OC(C)(C)C4)c2c1C
→ -4	-5	-16	-4	-71	10	-25	-25
16	Cc1ccc(Cl)cc1-n1nnc(C(=O)Nc2ccccc2)c1C
→ 9	4	-11	11	21	13	25	13
17	O=C(CC1C(=O)N(Cc2ccccc2)c2nc3ccccc3n21)NCCc1ccccc1 (stereo not drawn)
→ 9	3	3	16	60*	17	10	22
18	CC(C)n1c(=O)c(NCc2ccc(F)cc2F)nc2ccncc21
→ -4	-8	-10	6	nt	-22	nt	-18
19	Cc1cc(C(=O)N2CC[C@@H]3CN(Cc4cccc(Cl)c4)S(=O)(=O)[C@@H]3CC2)no1
→ 0	0	-5	2	13	-17	-1	-3
20	Cc1cc(O)c(Oc2cc(C)cc(O)c2O)c(O)c1
→ 2	0	-81	34*	31*	0	47*	47*
21	CNC(=O)[C@H]1C[C@]2(CCCCN(CCOC)C2=O)N(C(C)=O)[C@H]1c1ccccc1
→ 3	0	0	-1	-4	5	0	1
22	COc1ccc(CNC(=O)CSc2nc3nc(C)ccc3o2)cc1
→ 8	2	1	-4	11	-33	13	52*
23	COc1cc(C(=O)Nc2cccc(N3CCCCC3=O)c2)cc(OC)c1OC
→ 2	2	4	6	-4	6	2	3
24	COc1ccc(CC(=O)NCCC(c2ccccc2)c2ccccc2)cc1S(=O)(=O)N1CCOCC1
→ -3	4	0	7	3	10	10	11
25	CNC1C(OC2C(OC3C(O)C(O)C(N=C(N)N)C(O)C3N=C(N)N)OC(C)C2(O)C=O)OC(CO)C(O)C1O (stereo not drawn)
→ 2	-2	-3	-6	9	0	-5	-6
26	CCOc1ccc(NC(=O)COc2ccccc2OC)c2cccnc12
→ 2	-1	0	-2	-27	33*	-6	25
27	Cc1c(C(=O)NCCCN2CCCC2=O)oc2ccc3c(c12)C(=O)CC1(CCCC1)O3
→ -6	-1	-14	-10	-9	-10	-10	-15
28	COCCn1ccc2c(OCC(=O)NCc3ccc4c(c3)OCO4)cccc2c1=O
→ 0	-1	1	-6	-10	-10	8	-3
29	O=C(Nc1ccc(N2CCOCC2)cc1)c1ccc(-n2cccn2)cc1
→ 2	-2	0	-8	nt	0	nt	1
30	COc1ncc(CN2C[C@@H]3C[C@@H](O)CN3C[C@H]2Cc2ccccc2)cn1
→ -2	-3	-1	-11	-72	-9	-19	-17

An excerpt from above, limited to USP8 block.
nr	molecule	USP8 block
25	CNC1C(OC2C(OC3C(O)C(O)C(N=C(N)N)C(O)C3N=C(N)N)OC(C)C2(O)C=O)OC(CO)C(O)C1O (stereo not drawn)	0
15	Cc1sc2nc(CN3CCOCC3)nc(Oc3cccc4c3OC(C)(C)C4)c2c1C	10
26	CCOc1ccc(NC(=O)COc2ccccc2OC)c2cccnc12	33*
21	CNC(=O)[C@H]1C[C@]2(CCCCN(CCOC)C2=O)N(C(C)=O)[C@H]1c1ccccc1	5

(next part)
Values run as follows: USP10 inh	UCHL1 block	USP7 inh	OTUD3 inh	USP30 block	USP8 block	USP28 inh	USP17 block
31	COc1ccccc1NC(=O)COc1ccc(C(=O)Nc2ccc3ccccc3c2)cc1OC
→ 2	4	8	9	6	15	8	3
32	COc1ccc(C2CC(c3ccccc3OC)n3ncnc3N2C(=O)c2ccccc2)cc1 (stereo not drawn)
→ 0	9	11	3	21	21	10	10
33	O=c1c2c(nc3cc(-c4ccccc4)[nH]n13)CCCC2
→ 1	2	2	2	-45	-86	-11	16
34	O=c1c2ccccc2ncn1C1CCN(S(=O)(=O)c2ccc(F)cc2)CC1
→ 4	-1	5	-6	-9	2	-10	-5
35	CCc1ccc(C(=O)Oc2cccnc2)cc1
→ 7	1	-2	9	21	12	17	9
36	Cc1ccc(C2CC(=O)c3cnc(NCC4CCCO4)nc3C2)cc1 (stereo not drawn)
→ 0	0	-179	-3	-11	-16	-8	-11
37	CC(C)[C@H](NC(=O)N1CCn2c1nc1ccccc12)C(=O)N[C@@H](Cc1ccccc1)C(=O)O
→ 6	2	5	3	4	4	6	4
38	Cc1ccccc1N1CC(c2nnc(NC(=O)CCc3ccccc3)s2)CC1=O (stereo not drawn)
→ 0	4	6	-79	21	6	9	6
39	COc1cccc(/C(C#N)=C/c2c(-c3ccc(Cl)cc3)nc3cc(C)ccn23)c1
→ 4	4	5	5	15	6	12	1
40	CC(=O)OCC[C@@H]1[C@@]2(C)CCCC(C)(C)C2CC[C@@]1(C)O (stereo partly drawn)
→ 4	0	2	-4	-5	-1	-2	3
41	CN(C)CCNC(=O)c1ccc2nc(-n3cccc3)sc2c1
→ -1	-1	-12	-6	-7	-6	-9	-9
42	Cc1noc(-c2cnc(NC3CC3)nc2-c2ccco2)c1C
→ 3	2	2	12	20	23	15	-2
43	CN(C(=O)COc1ccc(C(N)=O)cc1)C1CCCCC1
→ -7	-6	-2	-7	-4	-22	-4	2
44	CN(C)S(=O)(=O)c1ccc(C(=O)Nc2cccc(C(=O)N3CCOCC3)c2)cc1
→ 0	-2	-2	-4	-16	-1	-15	nt
45	COc1ccc(S(=O)(=O)N2CC(=O)N(c3ccc(C)c(F)c3)C(C)(C(=O)NC3CCCCC3)C2)cc1 (stereo not drawn)
→ 2	4	-1	-6	8	9	4	6
46	CC(C)CC(=O)N1CCc2nc(C(=O)N3CCOCC3)sc2CC1
→ 0	-1	-1	-1	-3	-85	0	-17
47	Cc1ccc2[nH]c(=O)c(CN(CC3COCCO3)S(=O)(=O)c3ccc(F)cc3)cc2c1 (stereo not drawn)
→ 23	0	5	-7	11	35*	-4	76*
48	Cc1cc(-c2cc3nc4c(c(=O)n3[nH]2)CN(Cc2cccs2)CC4)no1
→ -4	-1	0	0	-4	-63	-5	7
49	CC(C)NC(=O)c1ccc2nnc(C3CN(c4ncccn4)CCN3C)n2c1 (stereo not drawn)
→ -4	-8	-7	-11	-79	-93	-19	-38
50	Cc1csc(C2(NC(=O)COc3ccccc3C#N)CCCC2)n1
→ -4	-3	-5	-7	-21	30	-19	nt
51	COc1nccnc1NC1CCN(C(=O)c2ccoc2)CC1
→ 1	-2	1	-6	-15	0	-10	-14
52	O=S(=O)(N1CCCCC1)N1CCCN(S(=O)(=O)N2CCCCC2)CC1
→ -1	4	3	6	20	12	9	3
53	CCOc1ccccc1CNC(=O)C1CCN(c2ccncc2)CC1
→ 1	0	3	2	0	-3	-5	-9
54	CC(C)CN1CCS(=O)(=O)[C@@H]2CCN(C(=O)c3cccc(Cl)c3)CC[C@@H]21
→ 0	0	-1	10	29	-32	10	-1
55	COc1ccc(NC(=O)C2Nc3ccccc3S(=O)(=O)N2)cc1 (stereo not drawn)
→ 4	1	1	-1	1	5	-3	14
56	Cc1ccc(S(=O)(=O)c2cnc3ccccc3c2N2CCOCC2)cc1
→ 1	2	1	10	17	22	7	12
57	CC(=O)Nc1ccc(-n2cnc(C(=O)NCc3ccccc3F)c2)nc1
→ 0	2	5	4	17	1	6	6
58	COc1ccc(-c2cc(C(F)F)n3ncc(C(=O)NCc4cnn(C)c4C)c3n2)cc1
→ -4	3	4	5	12	0	11	3
59	CN(C)C(=O)c1ccc(OC2CCN(C(=O)c3ccc(F)cc3)CC2)nc1
→ 1	-1	3	2	-48	0	3	12
60	O=C(NCc1ccc(F)cc1)C1CCCN(S(=O)(=O)N2CCOCC2)C1 (stereo not drawn)
→ 0	-2	1	-10	0	-2	-6	-25

Filtered by structure, those above containing a thiophene ring, fused or not
Values run as follows: USP10 inh	UCHL1 block	USP7 inh	OTUD3 inh	USP30 block	USP8 block	USP28 inh	USP17 block
15	Cc1sc2nc(CN3CCOCC3)nc(Oc3cccc4c3OC(C)(C)C4)c2c1C
→ -4	-5	-16	-4	-71	10	-25	-25
48	Cc1cc(-c2cc3nc4c(c(=O)n3[nH]2)CN(Cc2cccs2)CC4)no1
→ -4	-1	0	0	-4	-63	-5	7

Compound profiles, as listed above.
`Cc1ccc(Cl)cc1-n1nnc(C(=O)Nc2ccccc2)c1C` is entered as USP10 inh: 9; UCHL1 block: 4; USP7 inh: -11; OTUD3 inh: 11; USP30 block: 21; USP8 block: 13; USP28 inh: 25; USP17 block: 13
`NC(=O)C1CCN(C(=O)c2ccc(-c3ccccc3)cc2)CC1` is entered as USP10 inh: 3; UCHL1 block: -2; USP7 inh: 0; OTUD3 inh: -8; USP30 block: 3; USP8 block: 18; USP28 inh: -13; USP17 block: 3

Further structures:
Values run as follows: USP10 inh	UCHL1 block	USP7 inh	OTUD3 inh	USP30 block	USP8 block	USP28 inh	USP17 block
61	Cc1nc(-c2ccc(C)c(S(=O)(=O)N3CCCc4ccccc43)c2)no1
→ 5	2	4	-9	-2	4	-11	-4
62	Cc1ccc(-c2onc(C)c2C)cc1S(=O)(=O)NCc1ccccc1
→ 10	3	6	5	35*	11	15	22
63	CCCOc1ccc(/C(O)=C2\C(=O)C(=O)N(CCN(C)C)C2c2ccco2)cc1 (stereo not drawn)
→ -3	0	-1	-5	-19	-9	-10	-17
64	Cc1cccc(C(=O)NCC(=O)N2CCN(c3ccc(Cl)cc3)CC2)c1
→ 6	0	0	2	41*	12	4	33*
65	COc1ccccc1Nc1ccc(NS(=O)(=O)c2cccc(C#N)c2)cc1
→ 13	5	-9	8	15	-153	17	3
66	Cc1cnc(C2CCN(C(=O)c3noc4c3CCCC4)C2)[nH]1 (stereo not drawn)
→ -5	-3	0	-3	-19	-4	-2	-1
67	CCSC1(CCC(=O)OC)C(C)=C(C)C(=O)N1Cc1ccccc1 (stereo not drawn)
→ 1	1	1	6	12	0	4	8
68	Cc1cc2cc(CCNC(=O)c3ccc(F)cc3)c(=O)[nH]c2cc1C
→ 2	0	-2	8	11	-97	8	2
69	O=C(Cn1cnc2ccccc21)Nc1ccc(C(=O)O)cc1
→ -1	-1	3	-7	0	-6	-18	-7
70	Cc1cccc(Cn2cnc(NS(=O)(=O)c3cn(C)nc3C)n2)c1
→ -1	1	1	0	9	1	2	1
71	Cc1ccc2c(c1)C(=O)N(CC(=O)Nc1c(C)n[nH]c1C)CC1(CCOCC1)O2
→ -2	0	0	0	-2	0	0	-2
72	Cc1oc2c(C)c3oc(=O)c(CCC(=O)O)c(C)c3cc2c1C
→ 6	3	-5	-3	-5	3	-5	-21
73	CCN(CC)CCNc1nc(SC(C)C)nc2sc3c(c12)CC(C)(C)OC3
→ -7	-1	-36	-7	-19	-38	-5	-16
74	COc1ccccc1CNC(=O)CN1CC(C)Sc2ccccc21 (stereo not drawn)
→ -9	-1	-7	-8	-23	-30	-10	-5
75	O=C(CSc1nnnn1-c1ccccc1)NC(C(=O)O)(c1ccccc1)c1ccccc1
→ 1	-1	1	1	5	7	-1	7
76	CC(C)(C)OC(=O)N1CCCC2(CNc3ccccc3C2)C1 (stereo not drawn)
→ 3	3	3	14	23	24	6	15
77	COc1ccc(C(=O)NC2CCN(Cc3c(C)noc3C)CC2)c(C)c1
→ -6	-2	-1	-9	-43	1	-16	2
78	O=C(NCc1cccnc1)C1CCN(c2cnc(N3CCCCCC3)nc2)CC1
→ -5	-6	-6	-17	-99	-26	61*	-28
79	CCCCOC(=O)CSc1nc2c(cc1C#N)C(=O)CC(C)(C)C2
→ 6	-4	-4	-3	-13	-14	-2	-14
80	CC(=O)c1ccc(NC(=O)Cn2cc(-c3ccccc3)c3ncn(C4CC4)c(=O)c32)cc1
→ -6	-3	-9	-9	-68	-6	-14	-6
81	Cc1sc(-c2cccnc2)nc1OC(=O)c1ccc(Cl)c(Cl)c1
→ 5	-4	-54	-4	62*	-26	6	38*
